# High-throughput results as filed in PubChem BioAssay.
# Giardia FBPA inh: Giardia lamblia aldolase inhibition; Potency, µM (series often up to 59.6 µM), inactives show at the top dose activity, negative = inhibition, most hits filed as inhibitors; purified Giardia FBPA; 290,000 compounds, 0.71% hits; note: potency is the fitted concentration of half-maximal effect; nearly all actives have a fitted effect of over 55% in size
# Target sequence (A8B2U2 whole entry, looked up): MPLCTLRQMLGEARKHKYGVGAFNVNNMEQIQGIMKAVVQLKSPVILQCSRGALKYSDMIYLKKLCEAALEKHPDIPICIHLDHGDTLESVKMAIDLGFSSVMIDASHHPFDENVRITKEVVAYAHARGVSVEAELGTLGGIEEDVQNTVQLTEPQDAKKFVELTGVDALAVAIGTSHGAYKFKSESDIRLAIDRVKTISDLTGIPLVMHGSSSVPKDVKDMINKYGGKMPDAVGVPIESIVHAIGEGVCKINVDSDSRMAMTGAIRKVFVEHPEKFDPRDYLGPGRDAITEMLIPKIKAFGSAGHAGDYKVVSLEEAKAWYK
#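 Giardia FBPA (40 nM reagent) was preincubated 10 min at RT with compound (up to 57.5 uM final), then substrate plus GAPDH/TPI/NAD/arsenate coupling system with diaphorase/resazurin was added; resorufin fluorescence (525/598 nm) was read after 20 min.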
# Sm TGR block: blocks Schistosoma mansoni thioredoxin glutathione reductase; Q962Y6; AID 485364; 360,000 compounds, 3% hits; purified TGR, DTNB reduction, TNB absorbance 405 nm; Potency, µM (series often up to 114 µM), for inactives: at the top dose activity change, negative = inhibition, most hits filed as inhibitors; note: potency is the fitted concentration of half-maximal effect; nearly all actives have a fitted effect of over 60% in size
#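 First, TGR (20 nM dispensed) and NADPH were mixed with compound. Second, a 15 min room-temperature incubation followed. Third, further NADPH and then DTNB were added to start the reaction. Finally, TNB absorbance was monitored kinetically.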
# HCMV antiviral: inhibitors of human cytomegalovirus; activity change, negative = inhibition, % at 57.5 µM; HFF cells, HCMV-luciferase reporter, 72 h; hits give low values; AID 1259415; 410,000 compounds, 4.5% hits; in the data active = activity change below about -60%; inconclusive = no clear call, values can overlap the other calls; inactive = above about -39%
#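 HFF cells seeded 16 h at 37C, treated with compounds, infected with luciferase-reporter HCMV at MOI 1 PFU/cell; luciferase read at 72 h post infection, normalized to buffer-only and Salinomycin controls.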
# AmpC inh no detg: blocks E. coli AmpC beta-lactamase in detergent-free assay; AmpC nitrocefin hydrolysis, absorbance 480 nm, 0.0001% Triton; 330,000 compounds, 0.52% hits; P00811; Potency, µM (titrated, usually from 57.1 µM), inactives show at the top dose activity change, negative = inhibition, usual class: inhibitors; AID 485341;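 note: potency is the fitted concentration of half-maximal effect; plate controls were no compound for no effect and no enzyme for full effect; nearly all actives have a fitted effect of over 20% in size; some results filed as inactive show a strong effect at the top dose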
# Target sequence (P00811 whole entry, looked up): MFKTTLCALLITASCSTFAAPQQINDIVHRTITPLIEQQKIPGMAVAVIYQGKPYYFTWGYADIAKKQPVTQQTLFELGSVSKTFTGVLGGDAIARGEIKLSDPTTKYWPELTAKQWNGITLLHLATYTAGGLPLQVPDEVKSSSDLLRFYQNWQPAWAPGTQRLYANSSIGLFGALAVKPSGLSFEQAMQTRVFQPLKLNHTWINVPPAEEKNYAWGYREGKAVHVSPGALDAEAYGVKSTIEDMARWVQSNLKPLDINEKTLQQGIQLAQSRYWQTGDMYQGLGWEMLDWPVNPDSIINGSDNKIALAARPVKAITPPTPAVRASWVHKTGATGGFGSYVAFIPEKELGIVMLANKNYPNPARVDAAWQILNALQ
#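 20 mM phosphate pH 7.0 + 0.01% (detergent screen) or 0.0001% Triton X-100; 5.3 nM AmpC reagent; cpd preinc 15 min RT; nitrocefin (800 uM stock) to start; A480 q20 s × 4 min; Activity was normalised to no-enzyme and no-compound control wells.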
# AmpC detergent: blocks E. coli AmpC beta-lactamase in detergent assay. 370,000 compounds, 0.041% hits. Potency, µM (highest dose often 114 µM), inactives show top-dose activity change, negative = inhibition, usual class: inhibitors. P00811. AmpC hydrolysis of nitrocefin, absorbance 480 nm, 0.01% Triton;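 note: potency is the fitted concentration of half-maximal effect; 0% = no-compound wells and -100% = no-enzyme wells; nearly all actives have a fitted effect of over 25% in size; some results filed as inactive show a strong effect at the top dose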
#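 AmpC (5.3 nM in the dispensed reagent) in 20 mM phosphate pH 7.0 with 0.01% (detergent screen) or 0.0001% Triton X-100 was preincubated with compounds for 15 min at room temperature. Nitrocefin was then added from an 800 uM solution, and hydrolysis was followed at 480 nm.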
# AMA1-RON2 inh: disrupts binding of P. falciparum AMA1 to RON2; AlphaScreen AMA1-biotinylated RON2 peptide binding; Potency, µM (series often up to 58.2 µM), for the others: at the highest dose activity change, negative = inhibition, actives largely listed as inhibitors; 360,000 compounds, 0.2% hits; AID 720542;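 note: potency is the fitted concentration of half-maximal effect; 0% = vehicle wells and -100% = peptide control; nearly all actives have a fitted effect of over 45% in size; some results filed as inactive show a strong effect at the top dose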
#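 AMA1 (3D7) with his tag at 25 nM final met compounds first, then biotinylated RON2 peptide at 25 nM; detection used donor plus acceptor beads, 10 µg/mL apiece, read by AlphaScreen after 30 min at room temperature.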
# Numbers without * were called inactive; ? = inconclusive; . = not tested or not shown; & = joins results of further samples; [ ] = remark or other dose. Unless noted, calls come from the whole dose curve; as a rule, active = well fitted curve in the direction sought with a large enough effect; inconclusive = small, poorly fitted or top-dose-only effect, or another doubt; inactive = no such curve, though single readings can be large; an effect the other way counts as inactive or inconclusive. Unless noted, % is set by controls: 0 for no effect and ±100 for the full control effect.
# Start of the listing, in advance:
# Value order: Giardia FBPA inh	Sm TGR block	HCMV antiviral	AmpC inh no detg	AmpC detergent	AMA1-RON2 inh
> CCOC(=O)CC1C(=O)NCCN1C(=O)c1ccc(Cl)c(Cl)c1 (stereo unspecified)
→ 6%	-6%	.	1%	-16%	-3%
> O=C(CN(Cc1ccccc1)C1=NCCS1)c1ccccc1
→ -2%	1%	-27	-9%	-12%	5%
> CC(C)(C)NC(=O)COc1ccc(CNCc2ccccn2)cc1
→ -19%	.	47	-6%	-7%	24%

# The list itself, from the start:
# Value order: Giardia FBPA inh	Sm TGR block	HCMV antiviral	AmpC inh no detg	AmpC detergent	AMA1-RON2 inh
> CCOC(=O)CC1C(=O)NCCN1C(=O)c1ccc(Cl)c(Cl)c1 (stereo unspecified)
→ 6%	-6%	.	1%	-16%	-3%
> O=C(CN(Cc1ccccc1)C1=NCCS1)c1ccccc1
→ -2%	1%	-27	-9%	-12%	5%
> CC(C)(C)NC(=O)COc1ccc(CNCc2ccccn2)cc1
→ -19%	.	47	-6%	-7%	24%
> COc1ccc(-c2[nH]ncc2C(=O)NCc2cccc(OC)c2)cc1
→ .	1%	-21	.	?	.
> CCc1ccccc1NC(=O)CCS(=O)(=O)c1ccc(OC)cc1
→ -8%	14µM*	3	-7%	-4%	1%
> COc1ccc(OC)c(S(=O)(=O)N2CCN(Cc3nc4ccc(C)cc4o3)CC2)c1
→ .	-12%	-17	.	11%	.
> CCNC(=O)CN(c1ccc(F)cc1)S(=O)(=O)c1ccc2c(c1)OCCO2
→ 7%	-3%	66	-10%	-4%	0%
> CCC(C)NC(=O)Cn1c(=O)n(-c2ccccc2)c(=O)c2ccc(C(=O)NCc3ccco3)cc21 (stereo unspecified)
→ 7%	-1%	11	-8%	-13%	0%
> CCOC(=O)N1CCN(C(=O)Nc2ccc(Cl)cc2Cl)CC1
→ 1%	0%	22	-6%	-7%	-4%
> O=C(COC(=O)c1cc(S(=O)(=O)NCc2ccccc2)ccc1O)c1cc2ccccc2o1
→ -1%	0%	0	?	9%	-5%
> C=CCn1c(=O)c(C(=O)NCCN(CC)CC)c(O)c2ccccc21
→ -19%	6%	-14	5%	3%	-17%
> Cc1ccc2oc(=O)c3cnn(CC(=O)NCCC(C)C)c3c2c1
→ 3%	0%	35	0%	-6%	0%
> NC(=O)CSc1nnc(COc2ccccc2)n1C1CCCCC1
→ -4%	-15%	-29	-2%	8%	-1%
> COCCn1nnnc1C(CC(C)C)N1CCN(c2cccc(OC)c2)CC1 (stereo unspecified)
→ -6%	-15%	27	32%	-7%	2%
> Cc1cc(C(=O)NCCC2=CCCCC2)no1
→ 4%	0%	-7	6%	?	-18%
> O=C(C1=C[C@H](c2csc3ccccc23)C[C@H](OCc2ccc(CO)cc2)O1)N1CCN(Cc2ccc3c(c2)OCO3)CC1
→ -5%	-16%	-25	53%	-2%	-25%
> Cc1ccccc1Cn1cc(CCC(=O)NC(C)c2ccccc2)c2ccccc21 (stereo unspecified)
→ .	-3%	?	.	22%	.
> COC(=O)C1=C(CSCc2ccccc2)NC(=O)NC1c1cc(C)ccc1C (stereo unspecified)
→ 0%	12%	-14	-5%	?	8%
> COc1cccc(CC(=O)Nc2nc(C)cs2)c1
→ -2%	1%	102	-13%	5%	-1%
> COc1cc(/C=N/NC(=O)c2cccc([N+](=O)[O-])c2)ccc1OCc1ccccc1
→ 0%	2%	-4	-21%	-1%	5%
> COc1ccccc1NC(=O)CCCc1nnc2n(C)c(=O)c3sccc3n12
→ 10%	7%&5%	3&-9	-9%	-10%&4%	-5%
> CCOC(=O)CN1C(=O)N[C@@H](c2ccccc2)C(C(C)=O)=C1C
→ 1%&-1%	-8%	.	-2%	-13%	7%
> CCn1c(C)nc2cc(C(=O)OCCC(F)(F)F)ccc21
→ -28%	0%	21	9%	-13%	8%
> CCCC(C(=O)Nc1cc(S(=O)(=O)N2CCOCC2)ccc1OC)c1ccccc1 (stereo unspecified)
→ .	6%	-10	0%	-2%	6%
> CCOC(=O)c1ccc(NC(=S)Nc2ccccc2)cc1
→ -8%	?	13	-14%	4%	0%
> Cc1ccc2c(C(=O)CN3CCCCC3CCO)c(C)[nH]c2c1 (stereo unspecified)
→ -23%	?	?	1%	0%	2%
> COc1ccc(N(CC(=O)NC2CCCCC2)S(=O)(=O)c2cccnc2)cc1
→ 3%	0%	-21	32%	?	-8%
> CN(C)c1ccc(C(=O)C(O)c2ccc(C(C)(C)C)cc2)cc1 (stereo unspecified)
→ 2%	5%	-3	-19%	?	-2%
> CC(COS(N)(=O)=O)Cc1ccc(C(F)(F)F)cc1 (stereo unspecified)
→ -6%	?	-21	-16%	-17%	-5%
> C=CCn1c(C)cc(C(=O)COC(=O)c2ccc3c(c2)NC(=O)CS3)c1C
→ -18%	-12%	?	-48%	-5%	-3%[2.32 µM]
> Cc1ccc(C2=NN(C3=NN=C(N)Cc4ncnn43)C(O)(C(F)(F)F)C2)cc1 (stereo unspecified)
→ ?	14%[57.1 µM]	16	-18%	-5%	82%[activator]
> CC(C)Oc1snc(Cl)c1C(N)=O
→ 1%	4%	-17	-9%	2%	0%
> Cc1ccc(OCCNC(=O)C(C)SCC(=O)Nc2ccc(F)cc2)cc1 (stereo unspecified)
→ .	.	-9	12%	.	-4%
> CC(C)N(C(=O)C[n+]1ccsc1N)c1ccccc1
→ 3%	-1%	-29	-29%	4%	2%
> O=C(Nc1ccc(N2CCOCC2)cc1N1CCOCC1)c1ccc(Br)cc1
→ .	8%	-28	1%	-13%	-12%
> CN1C(=S)SC(N2OC3C(=O)N(c4ccccc4)C(=O)C3C2c2ccc(Cl)cc2)C1(C)C (stereo unspecified)
→ 5%	5%	40	-9%	?	-10%
> CCC(C)NC(=O)CSc1nc2cc3c(cc2c(=O)n1CCCC(=O)NCc1ccc2c(c1)OCO2)OCO3 (stereo unspecified)
→ .	2%	-3	.	-4%	.
> CC(=O)N1N=C(c2ccccc2)OC1c1ccc([N+](=O)[O-])s1 (stereo unspecified)
→ ?	32µM*	.	-25%	-7%	8%
> O=C(Nc1cccc(C(=O)N2CCN(c3ccccc3F)CC2)c1)c1nsc2ccccc12
→ .	-1%	70	.	-1%	.
> CC(C)Oc1ccc(CNC2CCOC(C)(C)C2)cc1 (stereo unspecified)
→ -10%	4%	-18	-24%	?	-3%

# Limited to AmpC inh no detg, Giardia FBPA inh and HCMV antiviral, for some of the entries so far:
Molecule	AmpC inh no detg	Giardia FBPA inh	HCMV antiviral
CC(C)Oc1ccc(CNC2CCOC(C)(C)C2)cc1 (stereo unspecified)	-24%	-10%	-18
CCn1c(C)nc2cc(C(=O)OCCC(F)(F)F)ccc21	9%	-28%	21
CCCC(C(=O)Nc1cc(S(=O)(=O)N2CCOCC2)ccc1OC)c1ccccc1 (stereo unspecified)	0%	.	-10
COc1ccc(N(CC(=O)NC2CCCCC2)S(=O)(=O)c2cccnc2)cc1	32%	3%	-21
COc1ccccc1NC(=O)CCCc1nnc2n(C)c(=O)c3sccc3n12	-9%	10%	3&-9

# Next entries.
SMILES | Giardia FBPA inh | Sm TGR block | HCMV antiviral | AmpC inh no detg | AmpC detergent | AMA1-RON2 inh
CCN(CC)C(=O)[C@H]1C[C@H](CC(=O)NCCCOC)C(=O)N2CCc3c([nH]c4cc(CCC(=O)N(C)C)ccc34)[C@]12C | . | . | 41 | 22% | . | -12%
CN(c1ccccc1C(=O)Nc1ccccc1C(=O)NCc1ccco1)S(C)(=O)=O | -3% | ? | 24 | -18% | ? | 22%
N=C1C(c2nc3ccccc3s2)=C(O)CN1Cc1ccccc1 | -1% | 4% | 46 | -23% | -2% | 26%
O=C(CSc1ncnc2nc[nH]c12)c1ccccc1 | -3% | -1% | 75 | -22% | 0% | 7%
Cc1[nH]c2ccccc2c1/C=N/O | -1% | 0% | 4 | -7% | ? | 3%
CCc1ccc(OCc2nnc(SCC(=O)NC3CCCCC3)o2)cc1 | -8% | 0% | 31 | 9% | -10% | 15%
Cc1cc(=O)n2nc(N3CCCC3C(=O)NCCCN3CC(C)CC(C)C3)sc2n1 (stereo unspecified) | 5% | 4% | -4 | -9% | 4% | 2%
CCOC(=O)CCCCC(=O)c1[nH]c(=O)[nH]c1Cn1ccnc1 | 1% | ? | 32 | -18% | -3% | -5%
Cc1cc(=S)cc(C)n1CCCO | -10% | 1.8µM* | -3 | -8% | -2% | 0%
O=C(CSc1nc(=O)n(Cc2ccncc2)c2c1CCC2)Nc1cccc(F)c1 | . | ? | -5 | . | 1% | .
CN(C)CC(C)(C)CNC(=O)c1cc(=O)c2ccccc2o1 | -6% | 4% | -4 | -24% | 1% | 0%
Cc1ccc(C(=O)OCC(=O)N2CC(C)CC(C)C2)cc1S(=O)(=O)N1CCCCC1 (stereo unspecified) | . | 3% | -4 | 44% | -15% | -8%
Cc1nnsc1C(=O)N/N=C/c1ccc2ccccc2c1O | -21% | -2% | -100* | -22% | 0% | -7%
NS(=O)(=O)c1ccc(CCNc2nc(CN3CCCCC3)nc3sc4c(c23)CCC4)cc1 | 1% | -13% | -11 | 1% | 3% | -3%
O=C(COc1ccc(N2CC(C(=O)O)CC2=O)cc1)Nc1cccc(C(F)(F)F)c1 (stereo unspecified) | 4% | -1% | -19 | -13% | ? | 18%
C=Cn1cc[n+](CC(=O)c2ccc(Cl)cc2)c1 | 20% | -2% | 1 | -18% | 0% | -3%
COc1cccc(OC)c1C(=O)Nc1nc(N)n(-c2ccccc2)n1 | 0% | -2% | 18 | -21% | 3% | 2%
CC(=O)c1ccc(NC(=O)C(C)OC(=O)c2ccc3c(c2)nc(C)n3-c2ccccc2)cc1 (stereo unspecified) | 19% | -13% | 11 | 136%[activator] | -10% | 12%
N#Cc1nc(-c2ccccc2)oc1NCC1CCCO1 (stereo unspecified) | -1% | -8% | -11 | -7% | -18% | 1%[2.32 µM]
O=C(Cc1ccccc1)Nn1c(-c2ccccc2F)nc2ccccc2c1=O | -8% | 2% | -6 | -24% | ? | -23%
CC1=CCC[C@H]2[C@H](C1)C(=O)C[C@@H](C)[C@]2(C)CC/C(=C/CO)CO | . | . | 16 | 54% | . | -12%
CCN(CC(=O)Nc1cc(Cl)ccc1C)C(=O)C1CC1 | . | 3% | 21 | -13% | ? | 5%
O=C(CSCc1ccc(Cl)cc1)Nc1ccc(O)cc1C(=O)O | 9% | -27% | 6 | -21% | -6% | 5%
CC(C)Cn1c(SCC(=O)c2ccc(Cl)s2)nnc1-c1ccco1 | 1% | ? | -11 | 3% | 4% | -13%
